KDM5B inh: inhibitors of human KDM5B histone demethylase. Q9UGL1. KDM5B demethylase, FDH-coupled NADH fluorescence (FDH is formaldehyde dehydrogenase). Potency, µM (top dose mostly 57.7 µM), for inactives: top-dose activity change, negative = inhibition, actives largely listed as inhibitors. hit rate 2.6% among 220,000; active means well fitted inhibition curve with a large enough effect; inconclusive means small, poorly fitted or top-dose-only effect; inactive means no such curve, though single readings can be large or run the other way; further: 0% is about no effect; nearly all actives have a fitted effect of over 70% in size
Target sequence (Q9UGL1 whole entry, looked up): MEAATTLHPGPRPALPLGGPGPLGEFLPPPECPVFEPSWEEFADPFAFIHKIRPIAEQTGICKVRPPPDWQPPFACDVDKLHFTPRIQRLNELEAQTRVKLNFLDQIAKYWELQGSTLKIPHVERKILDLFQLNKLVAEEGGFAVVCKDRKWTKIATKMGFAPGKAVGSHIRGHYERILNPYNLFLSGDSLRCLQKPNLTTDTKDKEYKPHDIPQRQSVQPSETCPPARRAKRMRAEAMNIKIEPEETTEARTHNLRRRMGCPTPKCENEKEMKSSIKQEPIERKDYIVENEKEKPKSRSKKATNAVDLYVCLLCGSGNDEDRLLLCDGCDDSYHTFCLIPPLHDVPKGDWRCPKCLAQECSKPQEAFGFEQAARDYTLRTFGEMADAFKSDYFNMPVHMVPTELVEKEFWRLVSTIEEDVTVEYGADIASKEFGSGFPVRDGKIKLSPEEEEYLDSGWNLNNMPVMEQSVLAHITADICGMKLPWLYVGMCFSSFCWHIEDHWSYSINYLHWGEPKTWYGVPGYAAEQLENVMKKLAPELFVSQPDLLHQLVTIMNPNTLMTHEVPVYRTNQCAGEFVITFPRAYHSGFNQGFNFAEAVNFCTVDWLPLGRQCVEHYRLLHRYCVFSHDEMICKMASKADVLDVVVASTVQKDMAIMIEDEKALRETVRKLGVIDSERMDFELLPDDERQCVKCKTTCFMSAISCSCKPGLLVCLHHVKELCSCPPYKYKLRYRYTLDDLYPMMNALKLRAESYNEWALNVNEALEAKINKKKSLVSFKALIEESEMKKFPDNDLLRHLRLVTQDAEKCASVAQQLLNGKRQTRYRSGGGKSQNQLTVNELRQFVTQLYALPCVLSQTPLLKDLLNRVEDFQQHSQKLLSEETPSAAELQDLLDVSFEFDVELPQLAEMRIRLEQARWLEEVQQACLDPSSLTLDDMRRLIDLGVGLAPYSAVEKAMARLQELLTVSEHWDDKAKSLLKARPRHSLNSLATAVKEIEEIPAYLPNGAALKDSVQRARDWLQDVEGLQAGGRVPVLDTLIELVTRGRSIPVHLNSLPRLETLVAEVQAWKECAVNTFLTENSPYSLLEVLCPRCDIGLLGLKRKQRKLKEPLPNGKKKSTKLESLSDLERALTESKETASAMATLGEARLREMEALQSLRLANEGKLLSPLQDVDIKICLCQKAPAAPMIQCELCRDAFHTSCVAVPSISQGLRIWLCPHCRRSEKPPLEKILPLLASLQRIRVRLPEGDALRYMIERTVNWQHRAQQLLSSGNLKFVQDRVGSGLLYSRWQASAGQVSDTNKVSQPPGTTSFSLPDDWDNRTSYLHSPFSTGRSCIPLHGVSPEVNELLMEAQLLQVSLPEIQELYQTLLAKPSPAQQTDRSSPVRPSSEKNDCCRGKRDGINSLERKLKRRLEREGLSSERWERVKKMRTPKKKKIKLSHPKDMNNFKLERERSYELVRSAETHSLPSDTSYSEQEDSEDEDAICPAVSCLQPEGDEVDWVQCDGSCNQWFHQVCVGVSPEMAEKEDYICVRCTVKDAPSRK
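qHTS format, multiple compound concentrations. Buffer 50 mM HEPES pH 7.5/0.01% Tween-20; 200 nM KDM5BΔAP final; 10 min compound preincubation; substrate-mix levels 12.5 µM peptide, 25 µM α-KG, 0.25 mM NAD⁺; 30 min RT; ΔRFU.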
* = called active by the depositor; ? = inconclusive; [ ] = another dose, or the depositor's remark. Potency means the concentration at half of the fitted maximal effect. These rows are one share of the data, so the mix of outcomes need not match the whole.

mol: CCOC(=O)C(C)NC(=O)c1ccccc1 (centres undefined)
  KDM5B inh: 11.4%
mol: Cc1ccc(SCc2ccc(C(=O)Nc3ccccc3C)cc2)cc1
  KDM5B inh: 25.2%
mol: Cn1c([C@H]2CCN(C(=O)NC3CCCCC3)C2)nc2ccccc21
  KDM5B inh: -16.8%[86.2 µM]
mol: CCOc1ccc(-c2nc(Cn3nnc(C(=O)Nc4cccc(Cl)c4)c3N)c(C)o2)cc1OC
  KDM5B inh: 1.3%
mol: CCCNC(=O)Cc1ccc(-n2c(=O)c3ccccc3n(CC(=O)Nc3cc(C)cc(C)c3)c2=O)cc1
  KDM5B inh: -3.2%
mol: O=C(NC(=S)N1CCCCC1)c1csc([N+](=O)[O-])c1
  KDM5B inh: -54.2%
mol: COCCNC(=O)N1CCc2nn(Cc3ccccc3)c(=O)n2CC1
  KDM5B inh: -17.3%
mol: COc1cccc(CN2CCC(N3C(=O)C(OC)C34CCOCC4)CC2)n1 (centres undefined)
  KDM5B inh: -10.2%
mol: Cc1cccc(C(=O)N2CCC3(CC2)CC(CC(=O)NC2CC2)CCO3)c1 (centres undefined)
  KDM5B inh: 1.7%
mol: Cc1cccc(NC(=O)c2ccccc2NC(=O)CSc2nnc(-c3ccncc3)n2C2CC2)c1
  KDM5B inh: 7.2%

mol: C[C@@H](NC(=O)C1CCCC1)c1c(-c2ccc(Cl)cc2)noc1C(=O)O
  KDM5B inh: 0.4%[86.2 µM]
mol: COc1cccc(NC(=O)NCc2ccccc2Cl)c1
  KDM5B inh: 35.4%
mol: O=C(CCC1N=C2c3ccccc3N=C(SCc3cccc(Cl)c3)N2C1=O)NCc1cccs1 (centres undefined)
  KDM5B inh: 10.2%
mol: O=C(COc1ccc(Cl)cc1)OCc1cc(=O)n2nc(C3CC3)sc2n1
  KDM5B inh: 12.2%
mol: Cc1ccc2nc(NCCc3ccc(Cl)cc3)c3nncn3c2c1
  KDM5B inh: ?
mol: Nc1nccnc1C(=O)NCC(F)(F)F
  KDM5B inh: ?
mol: O=S(=O)(c1ccc(Cl)cc1)c1nnn2c1nc(N1CCCCC1)c1sccc12
  KDM5B inh: -10.1%
mol: CC(C)C1N=C2c3ccccc3N=C(SCC(=O)NCc3ccc(F)cc3)N2C1=O (centres undefined)
  KDM5B inh: ?
mol: Cc1ccc(C)c(CSc2cn(CCNC(=O)c3cccs3)c3ccccc23)c1
  KDM5B inh: ?
mol: CCNCc1ccccc1C(F)(F)F
  KDM5B inh: 3.6%

mol: COCC1CN(C(=O)NC2CCCC2)CC12CCNCC2 (centres undefined)
  KDM5B inh: 12.6%
mol: CCN(CC)S(=O)(=O)c1ccc2nc(NC(=O)c3ccc(Br)o3)sc2c1
  KDM5B inh: ?
mol: Cc1cccc(N2CCN(C(=O)c3ccc4c(c3)N(C(=O)c3ccccc3)CC4)CC2)c1C
  KDM5B inh: -29.6%
mol: COC(=O)CNC(=O)C1Cc2ccccc2CN1S(=O)(=O)c1cccs1 (centres undefined)
  KDM5B inh: 5.0%
mol: Cc1ccc(Cl)c2c(C=O)c(C(C)(C)C)[nH]c12
  KDM5B inh: -10.6%
mol: O=C(CCS(=O)(=O)c1cc2c(cc1Cl)NC(=O)CO2)NCc1ccc(Cl)cc1
  KDM5B inh: -48.0%
mol: Cc1cn2nc(C(=O)N3CCC(NC(=O)c4ccc(C)c(F)c4)CC3)cc2c(=O)[nH]1
  KDM5B inh: -24.9%
mol: Cc1nc(N2CCC(C(=O)NC3CCCCCC3)CC2)cc(C(F)(F)F)n1
  KDM5B inh: ?
mol: COc1ccc(C)cc1NC(=O)CNC(=O)CNc1cccc(Cl)c1
  KDM5B inh: 8.5%
mol: Cc1ccc(C(=O)N2CCC(n3cc(-c4nc(-c5ccccc5)no4)nn3)CC2)c(C)c1
  KDM5B inh: -12.2%

Among those listed so far, 10 contain a Cl atom.
mol: CCOc1ccc(-c2nc(Cn3nnc(C(=O)Nc4cccc(Cl)c4)c3N)c(C)o2)cc1OC
  KDM5B inh: 1.3%
mol: C[C@@H](NC(=O)C1CCCC1)c1c(-c2ccc(Cl)cc2)noc1C(=O)O
  KDM5B inh: 0.4%[86.2 µM]
mol: COc1cccc(NC(=O)NCc2ccccc2Cl)c1
  KDM5B inh: 35.4%
mol: O=C(CCC1N=C2c3ccccc3N=C(SCc3cccc(Cl)c3)N2C1=O)NCc1cccs1 (centres undefined)
  KDM5B inh: 10.2%
mol: O=C(COc1ccc(Cl)cc1)OCc1cc(=O)n2nc(C3CC3)sc2n1
  KDM5B inh: 12.2%
mol: Cc1ccc2nc(NCCc3ccc(Cl)cc3)c3nncn3c2c1
  KDM5B inh: ?
mol: O=S(=O)(c1ccc(Cl)cc1)c1nnn2c1nc(N1CCCCC1)c1sccc12
  KDM5B inh: -10.1%
mol: Cc1ccc(Cl)c2c(C=O)c(C(C)(C)C)[nH]c12
  KDM5B inh: -10.6%
mol: O=C(CCS(=O)(=O)c1cc2c(cc1Cl)NC(=O)CO2)NCc1ccc(Cl)cc1
  KDM5B inh: -48.0%
mol: COc1ccc(C)cc1NC(=O)CNC(=O)CNc1cccc(Cl)c1
  KDM5B inh: 8.5%

(more compounds)
mol: N#Cc1ccc(OCc2ccc(C=O)o2)cc1
  KDM5B inh: ?
mol: COC(=O)c1ccc2ccccc2c1OS(=O)(=O)c1ccc(S(C)(=O)=O)cc1
  KDM5B inh: 15.4%
mol: Cc1cc(CSCC(=O)Nc2ccccc2C)on1
  KDM5B inh: 11.0%
mol: O=C(NCc1nnc2ccc(-c3ccc(Cl)cc3)nn12)c1cccc(Br)c1
  KDM5B inh: 28.2µM*
mol: COC(=O)[C@H](C(C)C)N(Cc1cn(Cc2ccccc2)nn1)S(=O)(=O)c1ccccc1Br
  KDM5B inh: 13.6%
mol: CCOc1ccc(C2c3cc(OC)c(OC)cc3CC(=O)N2c2ccc(C(=O)OC)cc2)cc1 (centres undefined)
  KDM5B inh: -11.7%
mol: O=C(c1ccco1)N1CCN(C(=O)C2CCc3ncc(-c4ccc(F)cc4)n3C2)CC1 (centres undefined)
  KDM5B inh: 24.4%
mol: Cc1cc2oc(=O)cc(CN3CCc4cc(S(N)(=O)=O)ccc43)c2cc1C
  KDM5B inh: 29.5%
mol: CC(=O)Nc1ccc(CN2CCN3C(=O)N(Cc4ccc(C)cc4)C[C@H]3C2)cc1
  KDM5B inh: -6.3%[86.2 µM]
mol: O=C(Cc1csc2nc(-c3ccc(F)cc3)cn12)NCc1ccccc1
  KDM5B inh: -5.1%

mol: O=S(=O)(NCCCCNS(=O)(=O)c1ccc(F)cc1)c1ccc(F)cc1
  KDM5B inh: 23.7%
mol: O=C(Nc1ccccc1OCC(F)(F)F)C1CCN(c2nc3ccccc3o2)CC1
  KDM5B inh: -14.9%
mol: Cc1ccc(/C=C/C(=O)O)cc1S(=O)(=O)Nc1ccc(C(=O)O)cc1
  KDM5B inh: -7.3%
mol: Cc1ccc(O)c(NC(=O)COCc2cc(-c3ccco3)on2)c1
  KDM5B inh: -2.1%
mol: CC(C)CCNC(=O)c1cnc2n1CCN(CCCc1ccccc1)CC2
  KDM5B inh: 2.6%[86.2 µM]
mol: CCCC(=O)c1ccc(O)cc1
  KDM5B inh: -13.3%
mol: CCN(CCCNC(=O)c1cc2c(=O)n(CC)c3ccccc3c2s1)Cc1ccccc1
  KDM5B inh: ?
mol: O=c1cc(-c2ccccc2)c2ccc3c(c2o1)CN(Cc1ccccc1)CO3
  KDM5B inh: -0.3%
mol: O=C(O)C1CCC(C(=O)O)CC1 (centres undefined)
  KDM5B inh: 11.0%
mol: Cn1c(=O)c2c(nc(Cl)n2Cc2nc(-c3ccc(F)cc3)no2)n(C)c1=O
  KDM5B inh: 18.6%

Random excerpt: four entries already listed.
mol: O=C(O)C1CCC(C(=O)O)CC1 (centres undefined)
  KDM5B inh: 11.0%
mol: Cc1ccc(O)c(NC(=O)COCc2cc(-c3ccco3)on2)c1
  KDM5B inh: -2.1%
mol: O=C(Nc1ccccc1OCC(F)(F)F)C1CCN(c2nc3ccccc3o2)CC1
  KDM5B inh: -14.9%
mol: O=c1cc(-c2ccccc2)c2ccc3c(c2o1)CN(Cc1ccccc1)CO3
  KDM5B inh: -0.3%

(list continues)
mol: O=C(NC1CCCCC1)N1CCCC1c1nnc2n1CCNC2 (centres undefined)
  KDM5B inh: ?
mol: CCOP(=O)(OCC)C(Nc1cccc([N+](=O)[O-])c1)c1ccc(N(C)C)cc1 (centres undefined)
  KDM5B inh: 13.2%
mol: CN(C)c1nccnc1OC1CCN(C(=O)C2CCOCC2)C1 (centres undefined)
  KDM5B inh: -14.3%
mol: O=C1CC2(CCN(CC3CC3)CC2)Oc2ccccc2N1
  KDM5B inh: 3.5%[86.2 µM]
mol: CCOC(=O)c1cnn(-c2ccc(C(=O)Nc3ccc(Br)cc3)cc2)c1N
  KDM5B inh: 3.1%
mol: Cc1nc2n(c(=O)c1Cc1ccccc1)CN(Cc1cccnc1)CN2c1ccc(F)cc1
  KDM5B inh: 12.0%
mol: Cc1ccccc1NC(=O)Cc1nc(COC(=O)c2cccc(C)c2O)cs1
  KDM5B inh: ?
mol: CCn1nc(C(=O)Nc2ccccn2)c2ccccc2c1=O
  KDM5B inh: 17.7%
mol: Cc1ccccc1C(=O)N1CCC2(CC1)N=C(c1ccc(Br)cc1)NO2
  KDM5B inh: 16.6%
mol: O=C1CC(c2ccccc2)N(C(=O)C2CC2)CCCN(C(=O)c2ccsc2)CCN1 (centres undefined)
  KDM5B inh: -25.7%

Ordered by value in KDM5B inh (descending): four of the compounds above.
SMILES | KDM5B inh
O=C(CCC1N=C2c3ccccc3N=C(SCc3cccc(Cl)c3)N2C1=O)NCc1cccs1 (centres undefined) | 10.2%
COC(=O)CNC(=O)C1Cc2ccccc2CN1S(=O)(=O)c1cccs1 (centres undefined) | 5.0%
COCCNC(=O)N1CCc2nn(Cc3ccccc3)c(=O)n2CC1 | -17.3%
Cc1cccc(N2CCN(C(=O)c3ccc4c(c3)N(C(=O)c3ccccc3)CC4)CC2)c1C | -29.6%

Further structures:
mol: COc1ccc(CCNC(=O)CN2c3cccc4cccc(c34)S2(=O)=O)cc1OC
  KDM5B inh: -14.7%
mol: Fc1ccc(-c2nnc3sc(Cn4cccn4)nn23)cc1Br
  KDM5B inh: 3.4%
mol: CC1CCN(C(C)CNC(=O)Cc2coc(-c3ccccc3)n2)CC1 (centres undefined)
  KDM5B inh: -11.9%
mol: COCCOCC(=O)N1CC(Oc2ccccc2-c2nc(C3CC3)no2)C1
  KDM5B inh: -16.3%
mol: COc1ccc(N2CCN(C(=O)C3CCCN(C(=O)c4cc5sccc5n4C)C3)CC2)cc1 (centres undefined)
  KDM5B inh: -15.4%
mol: O=C(NCCCN1CCCC1=O)c1ccccc1C1CCNC1 (centres undefined)
  KDM5B inh: -3.4%
mol: Cc1ccc(-c2nc(CNC(=O)CC3CNCCO3)[nH]c2-c2ccccn2)cc1 (centres undefined)
  KDM5B inh: ?
mol: Cc1cc(NC(=O)CCS(=O)(=O)c2cc3c4c(c2)CCN4C(=O)CC3)ccc1Br
  KDM5B inh: -16.9%
mol: COc1ccc(CNC(=O)c2ccc(C3Nc4ccccc4S(=O)(=O)N3)cc2)cc1OC (centres undefined)
  KDM5B inh: ?
mol: COc1ccc(CCNC(=O)CCSCc2ccccc2Cl)cc1OC
  KDM5B inh: 14.3%
mol: CCOc1ccc(-c2nonc2NC(=O)c2oc3cc(C)c(C)cc3c2C)cc1OCC
  KDM5B inh: -10.3%
mol: CC1=C(C(=O)OC(C)C)C(c2ccc(C)cc2)N2C(CC(=O)N3CCCCC3)=CSC2=N1 (centres undefined)
  KDM5B inh: -22.1%
mol: Cc1ccc(NC(=O)c2oc3ccccc3c2NC(=O)c2nn(-c3cccc(C)c3)ccc2=O)cc1
  KDM5B inh: 7.0%

High-throughput results: PubChem BioAssay, National Center for Advancing Translational Sciences (NCATS)
